L major viab: Leishmania major promastigote growth inhibition, primary screen; Leishmania major promastigotes, resazurin fluorescence viability; inhibition, % at 10 µM; hit rate 9% among 200,000;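 further: promastigotes grown with compound for 44 hours at 28 °C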
PMI act satM6P: human PMI activators, high substrate, primary screen, biochemical, fluorescence intensity, near-saturating mannose 6-phosphate; activation factor at 20 µM; Mannose-6-phosphate isomerase (Homo sapiens), P34949; hit rate 0.34% among 190,000; AID 1216, 2008; coupled PMI enzyme assay, resazurin fluorescence, 20 min; active compounds read high; 1 = untreated enzyme, 0 = substrate-free blank;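 active means activation factor of 2 or more at 20 µM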
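Technique: Diaphorase-driven resazurin-to-resorufin fluorescence, excitation 544, emission 590 nm | Assay system: Human PMI in coupled enzyme assay | Times: Enzyme reaction with compound 20 min at room temperature | Medium: HEPES-buffered pH 7.4 with magnesium and detergent | Reagent: Mannose-6-phosphate 1.0 mM (near-saturating) plus 0.22 mM NADP+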
TLR4 MyD88 comp: inhibitors of TLR4-MyD88 association in cells, primary screen, cell-based, HeLa CL3-4, BLA complementation, FRET ratio | hit rate 0.18% among 200,000 | Toll-like receptor 4 (Homo sapiens) + Myeloid differentiation primary response protein … | AID 861, 2007 | inhibition, % at 8.4 µM | HeLa CL3-4 TLR4/MyD88 BLA complementation; in the data active means inhibition above about 25%;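 further: 0% = vehicle and 100% = reference inhibitor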
Target sequence (O00206 whole entry, looked up): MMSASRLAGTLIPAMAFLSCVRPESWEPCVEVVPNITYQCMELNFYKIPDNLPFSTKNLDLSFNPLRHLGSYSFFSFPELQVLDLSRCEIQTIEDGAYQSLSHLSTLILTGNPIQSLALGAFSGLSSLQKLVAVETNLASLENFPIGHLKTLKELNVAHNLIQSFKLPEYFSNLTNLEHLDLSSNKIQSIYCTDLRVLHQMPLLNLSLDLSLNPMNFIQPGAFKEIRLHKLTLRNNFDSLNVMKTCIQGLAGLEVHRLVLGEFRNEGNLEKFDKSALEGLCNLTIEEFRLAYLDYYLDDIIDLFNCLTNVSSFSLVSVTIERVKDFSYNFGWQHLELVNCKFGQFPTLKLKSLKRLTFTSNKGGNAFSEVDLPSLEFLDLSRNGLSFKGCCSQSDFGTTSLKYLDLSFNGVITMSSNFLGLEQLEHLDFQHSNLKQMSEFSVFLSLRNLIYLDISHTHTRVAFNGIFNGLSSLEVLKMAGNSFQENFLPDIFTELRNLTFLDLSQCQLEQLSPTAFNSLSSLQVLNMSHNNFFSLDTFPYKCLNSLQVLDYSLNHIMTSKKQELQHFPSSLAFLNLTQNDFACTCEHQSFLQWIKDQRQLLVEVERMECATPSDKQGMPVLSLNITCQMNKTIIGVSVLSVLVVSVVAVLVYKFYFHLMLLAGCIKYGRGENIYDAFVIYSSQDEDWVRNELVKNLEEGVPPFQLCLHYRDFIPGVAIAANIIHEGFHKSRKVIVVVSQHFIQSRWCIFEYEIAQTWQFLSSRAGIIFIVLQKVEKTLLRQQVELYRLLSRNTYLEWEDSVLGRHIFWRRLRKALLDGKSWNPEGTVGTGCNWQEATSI
Target sequence (Q99836 whole entry, looked up): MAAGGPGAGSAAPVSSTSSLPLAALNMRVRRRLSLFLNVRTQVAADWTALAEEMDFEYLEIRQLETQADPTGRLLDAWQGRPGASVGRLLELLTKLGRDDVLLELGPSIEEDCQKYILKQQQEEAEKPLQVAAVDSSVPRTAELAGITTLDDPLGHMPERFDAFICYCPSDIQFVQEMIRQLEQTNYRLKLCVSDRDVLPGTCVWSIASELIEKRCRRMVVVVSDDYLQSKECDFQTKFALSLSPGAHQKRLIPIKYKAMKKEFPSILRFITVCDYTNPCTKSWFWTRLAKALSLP
S1P3 antagonist: S1P3 receptor antagonists, primary screen, cell-based; CHO S1P3 NFAT-BLA reporter, FRET fluorescence, antagonist mode; Sphingosine 1-phosphate receptor 3 (Homo sapiens), Q99500; hit rate 0.27% among 170,000; inhibition, % at 4.98 µM;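 active means inhibition above the plate cutoff, the mean inhibition of test wells on that plate plus 3 SD, cut at about 28% in these data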;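 further: cells challenged with S1P at its EC80 of 0.8 µM; blue over green emission ratio from cleaved BLA substrate after 4 h stimulation; 0% = S1P-stimulated wells and 100% = unstimulated DMSO-only wells; some compounds past the cut are filed as inactive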
DTT redox prof: compounds producing H2O2 with reducing agent – biochemical, NIH compound library profiling, artefact control for MLSCN library redox annotation, primary screen; hit rate 0.03% among 200,000; AID 878, 2007; activation, % at 10 µM; DTT-dependent redox cycling H2O2, phenol red/HRP absorbance; 100% = 100 µM peroxide control, 0% = buffer;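 active means activation of at least 50% relative to the plate's high and low controls in the primary single-dose screen; inactive means activation below 50%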;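 further: compound incubated with DTT at 0.8 mM final as the reducing agent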
Hsp70 act: Hsp70 transcriptional activators, primary screen, cell-based, HeLa, Hsp70 promoter luciferase, luminescence, 10 µM. HeLa Hsp70 promoter luciferase reporter; scaled: vehicle 0, proteasome-inhibitor control 100%. activation, % at 10 µM. hit rate 0.04% among 200,000. AID 1203, 2008;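 active means activation above the mean across all tested compounds plus 3 SD, cutoff set per campaign, cut at about 5.5% in these data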;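 further: 100% = MG132 at 30 µM as the positive control and 0% = DMSO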
Diaph inh CS: diaphorase inhibitors and chemical oxidizers, primary screen, counter-screen for diaphorase-coupled primary assays, biochemical, uHTS, resorufin fluorescence | diaphorase resazurin-to-resorufin fluorescence, NADH, 16 min; bacterial (C. kluyveri) enzyme, not human | inhibition, % at 20 µM | hit rate 0.69% among 190,000 | AID 1217, 2008;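 active means primary screen inhibition at 20 µM above a set limit, cut at about 50% in these data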;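 further: plate controls were DMSO with full reaction for no effect and wells lacking NADH for full effect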
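controls = No-NADH positive control and DMSO neutral control | system = Clostridium kluyveri diaphorase enzyme | timing = reaction incubation of 16 min at room temperature | signal = resorufin fluorescence 544/590 nm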
RAM network inh: inhibitors of the yeast RAM network, primary screen, dse1pr::URA3 reporter, 5-FOA selection; inhibition, % at 50 µM; AID 868, 2007; hit rate 1.8% among 190,000; S. cerevisiae dse1pr::URA3 reporter, 5-FOA growth OD615, 2 d; analog-sensitive cbk1-as2 kinase mutant strain;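 active means inhibition above a set limit, 3 SD over mean compound inhibition, cut at about 8.4% in these data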;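 further: 0% = DMSO-only wells with no growth and 100% = 10 µM 1-NA-PP1 full growth; inhibition rescues growth on 5-FOA so higher OD means more RAM inhibition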
PMI activator: activators of human PMI, primary screen, biochemical, fluorescence intensity, near-Km mannose 6-phosphate; Mannose-6-phosphate isomerase (Homo sapiens), P34949; AID 1214, 2008; hit rate 0.005% among 190,000; activation factor at 20 µM; purified human PMI, coupled resazurin fluorescence, 20 min; active compounds read high; 1 = vehicle control, 0 substrate-free wells;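 active means activation factor of 2 or more at 20 µM, relative to plate controls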
G6PDH counter: L. mesenteroides G6PDH inhibitors, counter-screen for G6PDH-coupled screening assays, biochemical, Leuconostoc mesenteroides enzyme. glucose-6-phosphate dehydrogenase [Leuconostoc mesenteroides]. inhibition, % at 5 µM. Purified L. mesenteroides G6PDH, diaphorase/resazurin coupled fluorescence, 45 min. AID 1020, 2008. hit rate 0.12% among 200,000
Diaph act CS: compounds boosting diaphorase resazurin reduction – biochemical, uHTS, resorufin fluorescence, counter-screen for diaphorase-coupled primary assays, primary screen | Diaphorase/resazurin coupled assay, 16 min; active compounds read high; 1 = vehicle wells, 0 = NADH-free wells | activation factor at 20 µM | hit rate 0.005% among 190,000 | AID 1229, 2008;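 active means diaphorase activity raised at least twofold by the compound at 20 µM; inactive means activation factor below 2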
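Material: Clostridium kluyveri diaphorase, purified enzyme; Quantity: enzyme 0.07 U/mL final; Medium: HEPES pH 7.4 buffer with MgCl2 and Tween 20; Dosing: single compound dose of 20 µM, 1% DMSO final; Schedule: 16 min reaction at room temperature; Measured by: red resorufin fluorescence at 544/590 nm excitation/emission.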
The depositor's hits bear a star; nt = no result given. Unless noted, no stated cut-off is given here; in the data, active means inhibition above about 50%; inactive means the rest. This is a random part of the collection; overall some 12% were active at least once.

compound	L major viab	PMI act satM6P	TLR4 MyD88 comp	S1P3 antagonist	DTT redox prof	Hsp70 act	Diaph inh CS	RAM network inh	PMI activator	G6PDH counter	Diaph act CS
CC(C)CC(NC(=O)C(Cc1ccc(OCc2ccccc2)cc1)NC(=O)OC(C)(C)C)C(N)=O (stereo unspecified)	29.1	0.9	7.3	nt	-0.7	-0.3	14.3	2.5	0.9	29.4	0.9
CC1CN(C(=O)c2cc3c(=O)n4ccccc4nc3s2)CC(C)O1 (stereo unspecified)	-4.2	1	12.4	-30.0	-1.3	-0.3	13.3	0.9	0.9	0.6	0.9
Cc1oc(C(C)(C)C)cc1C(=O)NCC(=O)NCC(=O)O	-4.3	1.2	-1.6	-2.5	-0.5	-0.1	-16.1	0.7	1.2	15.5	1.2
O=C(c1nnc(-c2ccc(Cl)cc2)o1)C1CCCC1	-8.1	1	-1.7	-7.3	-0.6	0.1	8.8	2.7	1.1	-1.5	0.9
Cc1onc(-c2ccccc2Cl)c1C(=O)N1CCCc2ccccc21	15.6	1	0.7	-57.0	-0.1	-0.3	23.8	1.5	1	3.4	0.8
CN(C)C(=O)CN1CCN(c2nc3nonc3nc2N2CCCCC2)CC1	1.4	1	1.0	4.0	1.0	0.0	12.7	0.8	0.9	13.0	0.9
Cc1cc(/C=N\NC(=O)CC(=O)NC2CCCCC2)c(C)n1-c1ccc(Cl)c(Cl)c1	-4.8	0.9	1.3	nt	1.3	-0.4	14.5	-0.2	0.9	6.9	0.9
Cc1ccc(C(=O)O)cc1N=Cc1cc(Br)cc(Br)c1O	17.7	0.9	-8.3	-7.0	0.0	0.0	19.3	1.1	1.2	4.2	0.8
O=C(O)CCSc1nnc(SCC(=O)NCC(F)(F)F)s1	62.7*	1.3	1.5	-14.8	0.0	-0.2	4.8	2.5	1.2	3.7	1
COC(=O)c1ccc2nc(NC(=O)CN3C(=O)CCC3=O)sc2c1	-7.2	1.1	7.8	-6.3	0.1	-0.1	8.6	-0.2	1	8.1	0.9
Cc1c(C(=O)CN2CCSCC2)c2ccccc2n1C	1.8	0.9	-11.4	nt	-5.0	-0.1	11.0	1.0	0.9	1.9	0.9
O=C(CSc1nc2ccccc2s1)NC(=O)NCc1ccco1	-1.5	nt	-9.5	19.0	2.0	0.2	nt	1.3	nt	nt	nt
O=C(COc1cccc2ccccc12)N1CCN(c2ccccn2)CC1	-2.2	0.8	0.9	17.5	0.9	0.0	15.7	-0.8	0.8	-17.9	0.8
CCOc1ccc(C(=O)NC(C)(C)CC)cc1	-2.7	1	2.1	-20.9	0.6	-0.2	7.8	1.4	1	1.9	0.9
C/C(=N/NS(=O)(=O)c1ccc(Cl)cc1)c1cccc(O)c1	-6.4	1	8.9	nt	0.0	-0.1	6.8	-0.9	1	-6.8	0.9
O=C(O)CSc1nnc(-c2ccccc2O)n1Cc1ccccc1	-3.7	1	5.8	-7.1	2.3	-0.1	-8.2	1.8	1	6.4	1.1
O=C(CC1(O)C(=O)Nc2ccccc21)c1ccccc1 (stereo unspecified)	-8.6	0.9	9.6	-19.8	-1.0	0.0	20.7	1.0	0.8	-1.1	0.8
COc1ccc(-c2noc(CCC(=O)NC3CCN(Cc4ccccc4)CC3)n2)cc1	6.1	1	4.3	nt	0.5	-0.4	1.1	-0.3	1.1	8.4	1
O=C(Nc1ccccc1-c1ccccc1)c1cnccn1	38.7	0.9	-1.2	-29.2	1.2	-0.1	14.3	-0.3	1	-2.1	0.9
O=C(c1cccs1)N1CCN(Cc2ccccn2)CC1	-4.2	1.1	5.2	10.1	0.8	-0.2	4.6	2.2	1	-0.6	1
C/C(=N\NC(=O)Cn1nc(C)c(Br)c1C)c1cccs1	-5.5	0.9	0.7	-2.2	0.0	0.2	17.7	4.0	1	5.0	0.8
O=C(Nc1cccc2ccccc12)C1CCN(C(=O)NCc2ccccc2)CC1	-6.1	0.8	-1.7	nt	-4.0	0.0	14.3	1.0	1	0.2	0.9
C/C(=N\N1CCN(Cc2ccccc2)CC1)c1ccco1	-6.8	1.1	0.6	-4.4	-0.4	-0.5	1.0	-0.8	1.1	23.5	1
O=C(c1ccco1)N1CCN=C1SCc1ccccc1F	-4.2	1.1	-10.4	-22.4	-2.9	0.0	-4.6	0.7	1	4.9	1
CCOC(=O)C1=C(O)/C(=C/c2ccc(OCC(=O)O)c(OCC)c2)SC1=Nc1ccc(C)cc1	3.7	0.9	-7.3	-3.3	-0.2	-0.4	62.1*	7.1	1	14.9	0.4
Cc1cccc(-n2ccnc2SCC(=O)Nc2nccs2)c1	3.4	0.9	-9.0	2.5	-0.8	-0.2	15.5	-0.7	0.8	6.5	0.8
CSc1nc2ccc(NS(=O)(=O)c3cccc(Cl)c3Cl)cc2s1	-6.5	1	4.7	-14.1	0.6	-0.2	7.0	3.2	0.9	-11.0	0.9
C/C(=N\NC(=O)c1ccn[nH]1)c1cn(C)nc1C	0.1	0.9	11.2	-4.9	-0.1	-0.2	19.9	1.7	1	-6.5	0.8
CCOC(=O)NC(=O)COC(=O)c1ccc(Sc2ncn[nH]2)c([N+](=O)[O-])c1	42.3	1.1	4.7	2.8	-0.1	-0.3	12.3	1.8	1.2	-1.4	0.9
O=c1c(F)cn(C2CCCO2)c(=O)n1Cc1c(F)cccc1Cl (stereo unspecified)	-4.0	0.9	24.4	3.6	0.4	-0.1	8.7	0.8	0.9	-13.5	0.9
Cc1nc2cc(Cl)c(Cl)cc2nc1C	-5.7	1	1.3	-11.9	-0.1	-0.2	3.2	-0.5	1	1.0	1
O=C(O)c1cccc(Cn2c(Cl)c(/C=N/NC(=O)c3ccccc3)sc2=O)c1	-5.7	1	-2.7	nt	2.2	-0.4	6.2	3.4	1	2.1	0.9
O=C(Oc1cccc(Br)c1)c1cccnc1	-5.0	1	-11.7	-27.6	-2.8	0.2	15.0	0.9	1	-3.7	0.8
CC1CCCC2(C1)NC(=S)N(c1ccccc1)N2 (stereo unspecified)	83.6*	2.7*	-23.9	nt	1.9	-0.2	3.4	-1.6	1.5	5.5	1
Cc1ccc2oc(=O)c3cnn(CC(=O)Nc4cc(-c5cccc(F)c5)no4)c3c2c1	1.8	1	1.6	6.5	-0.6	-0.2	-0.4	0.0	1.1	7.9	1
Cc1c(Cl)cccc1NC(=S)N1CCN(S(=O)(=O)c2cccs2)CC1	9.2	0.9	-0.2	-3.0	-2.8	-0.1	21.3	2.9	0.9	1.8	0.8
NC(=O)CSc1nc2cc([N+](=O)[O-])ccc2n1-c1cccc(C(F)(F)F)c1	4.0	0.9	-3.2	5.7	0.1	-0.1	21.1	2.4	0.9	-28.7	0.8
Cc1ccccc1NC(=O)c1sc2nc[nH]c(=O)c2c1C	1.4	0.8	10.1	nt	-4.6	-0.1	19.8	-0.5	1	-3.5	0.8
CCn1c(=O)c(C2=NS(=O)(=O)c3ccccc3N2)c(O)c2ccccc21	nt	1	nt	-9.0	nt	nt	-2.1	nt	1	-2.1	1
O=C(NCCO)/C(=C\c1ccc(Br)cc1)NC(=O)c1cccs1	-2.5	1.1	13.8	2.9	0.0	-0.4	-5.5	0.5	1	-1.9	1.1

Compounds listed so far that contain bromine (4):
compound	L major viab	PMI act satM6P	TLR4 MyD88 comp	S1P3 antagonist	DTT redox prof	Hsp70 act	Diaph inh CS	RAM network inh	PMI activator	G6PDH counter	Diaph act CS
Cc1ccc(C(=O)O)cc1N=Cc1cc(Br)cc(Br)c1O	17.7	0.9	-8.3	-7.0	0.0	0.0	19.3	1.1	1.2	4.2	0.8
C/C(=N\NC(=O)Cn1nc(C)c(Br)c1C)c1cccs1	-5.5	0.9	0.7	-2.2	0.0	0.2	17.7	4.0	1	5.0	0.8
O=C(Oc1cccc(Br)c1)c1cccnc1	-5.0	1	-11.7	-27.6	-2.8	0.2	15.0	0.9	1	-3.7	0.8
O=C(NCCO)/C(=C\c1ccc(Br)cc1)NC(=O)c1cccs1	-2.5	1.1	13.8	2.9	0.0	-0.4	-5.5	0.5	1	-1.9	1.1

Next results follow:
compound	L major viab	PMI act satM6P	TLR4 MyD88 comp	S1P3 antagonist	DTT redox prof	Hsp70 act	Diaph inh CS	RAM network inh	PMI activator	G6PDH counter	Diaph act CS
Cn1c(N)c(S(=O)(=O)N2CCN(c3ccccc3)CC2)c(=O)n(C)c1=O	-0.5	1	4.5	-9.6	-0.5	-0.1	9.9	-0.7	1	7.8	0.9
Cc1ccccc1NC(=O)/C(=C/c1cccs1)NC(=O)c1ccco1	-2.1	1	0.2	-4.2	0.1	-0.3	6.6	1.9	0.9	-1.2	0.9
O=C(Nc1ccc(Cl)cc1C(=O)NCC1CCCO1)c1ccco1 (stereo unspecified)	0.2	1	3.6	-6.9	0.3	-0.2	14.8	0.3	0.9	4.7	0.9
CCOC(=O)N1CCN(C(=O)COc2ccc3c(c2)C(=O)CC2(CCN(C(C)=O)CC2)O3)CC1	1.8	1	-3.9	-3.6	-0.8	-0.6	0.4	0.0	1	-15.0	1

Bioassay records: PubChem, several laboratories
